# Screening data: PubChem BioAssay, several laboratories
# PHOSPHO1 inh – PHOSPHO1 (human) inhibition; 1.1% of 290,000 active; recombinant PHOSPHO1, absorbance phosphatase assay; AID 1565; Q8TCT1; inhibition, % at 13.3 µM; in the data active means inhibition above about 60%
# Target sequence (Q8TCT1 whole entry, looked up): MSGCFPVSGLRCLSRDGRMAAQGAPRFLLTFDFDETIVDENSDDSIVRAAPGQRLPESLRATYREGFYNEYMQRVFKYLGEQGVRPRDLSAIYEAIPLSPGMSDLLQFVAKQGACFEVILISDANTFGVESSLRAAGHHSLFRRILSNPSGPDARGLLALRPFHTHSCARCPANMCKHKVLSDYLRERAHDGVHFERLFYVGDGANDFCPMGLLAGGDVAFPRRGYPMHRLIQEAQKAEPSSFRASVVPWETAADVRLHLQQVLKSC
# PfM18AAP inh – blocks P. falciparum M18 aspartyl aminopeptidase | AID 1822 | 1.2% of 290,000 active | recombinant PfM18AAP, H-Glu-NHMec fluorogenic cleavage | inhibition, % at 7.35 µM;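 active means inhibition above the campaign mean inhibition over all tested compounds plus 3 SD, cut at about 28% in these data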;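 further: 0% = plate median of test compound wells and 100% = 2 mM ZnCl2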
# GPR7 antag – blocks human GPR7 receptor signaling; P48145; GPR7-expressing cells, fluorescence antagonist assay; inhibition, % at 4.4 µM; 1.1% of 290,000 active; AID 1861; in the data active means inhibition above about 16%, passing the limit was not always enough;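 further: cells stimulated with the agonist NPW; 0% = agonist with vehicle and 100% = vehicle without agonist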
# Target sequence (P48145 whole entry, looked up): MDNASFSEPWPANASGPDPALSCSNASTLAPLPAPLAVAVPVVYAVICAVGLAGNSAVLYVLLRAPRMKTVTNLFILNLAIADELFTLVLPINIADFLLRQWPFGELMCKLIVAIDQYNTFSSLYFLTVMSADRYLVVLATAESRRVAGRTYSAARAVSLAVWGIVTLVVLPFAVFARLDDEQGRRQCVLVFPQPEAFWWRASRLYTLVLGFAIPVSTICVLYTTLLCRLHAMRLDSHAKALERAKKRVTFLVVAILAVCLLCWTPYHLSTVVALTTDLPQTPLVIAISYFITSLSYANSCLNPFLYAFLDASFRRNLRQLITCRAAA
# p-CIP stab down – compounds decreasing mouse p/CIP protein stability. Q05BA5. F442A p/CIP-EGFP cells, EGFP fluorescence, 16 h. decrease of EGFP signal, % at 10 µM. 0.01% of 290,000 active. AID 1984;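 active means EGFP signal decrease of at least 30% at 10 µM or well 3 SD below plate mean, unless failing retest; inactive means the rest, including hits failing retest or dose response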; further: some compounds called inactive have numbers as strong as hits; many of its hits are not listed in these tables
# VIM-2 inh – inhibitors of Pseudomonas aeruginosa VIM-2 metallo-beta-lactamase; 0.89% of 290,000 active; AID 1527; purified VIM-2, nitrocefin hydrolysis, epi-absorbance fluorescence; inhibition, % at 5.6 µM;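 active means inhibition above the mean of all tested compounds plus 3 SD, cutoff set per screening run, cut at about 7.5% in these data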;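 further: red hydrolysis product quenches plate fluorescence so inhibitors raise well fluorescence; 0% = enzyme with DMSO and 100% = DMSO without enzyme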
# IDE cell inh – inhibits human insulin-degrading enzyme in HEK cells; FAbetaB cleavage, fluorescence polarization; inhibition, % at 5.59 µM; 0.41% of 320,000 active;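 active means percent inhibition above the average of all tested compounds plus 3 SD, set per screening campaign, cut at about 16% in these data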;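 further: IDE supplied by intact live HEK cells; FP after avidin binding of uncleaved biotin substrate so inhibition keeps polarization high; 0% = DMSO wells and 100% = 60 µM reference IDE inhibitor Ii1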
# IDE act – IDE (human) activation, cell-based; activation, % at 5.96 µM; P14735; AID 493087; HEK cells, FAbeta-B cleavage, fluorescence polarization; 0% vehicle, 100% cell-free pure enzyme wells; 0.073% of 340,000 active;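 active means activation above the mean of all tested compounds plus 3 SD, set per screening campaign, cut at about 17% in these data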
# IMP-1 inh – blocks Pseudomonas aeruginosa IMP-1 metallo-beta-lactamase; purified IMP-1, nitrocefin hydrolysis, epi-absorbance fluorescence; inhibition, % at 5.6 µM; 0.45% of 290,000 active; AID 1556;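 active means inhibition above the mean plus 3 SD of all compounds in the same screening run, cut at about 4.5% in these data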;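 further: 0% = IMP-1 with DMSO and 100% = DMSO wells lacking enzyme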
#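 system = purified recombinant IMP-1 beta-lactamase | amount = 0.2 nM IMP-1, as dispensed | medium = HEPES buffer pH 7.1 with ZnSO4 and Brij 35 | times = 25 °C, 15 min preincubation, 25 min reaction | detection = plate fluorescence quenching by hydrolysis product, ex 480/em 530 nm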
# NALP1 inh – blocks the NALP1 inflammasome reconstituted in yeast; 0.61% of 280,000 active; inhibition, % at 10 µM; AID 2071; S. cerevisiae NALP1/ASC/caspase-1 growth, X-gal OD620, 72 h; in the data active means inhibition mostly above about 24%, no sharp cut-off; inactive means mostly below about 32%; further: some compounds called inactive have numbers as strong as hits
# The depositor's hits bear a star; . = not tested or not shown.
SMILES,PHOSPHO1 inh,PfM18AAP inh,GPR7 antag,p-CIP stab down,VIM-2 inh,IDE cell inh,IDE act,IMP-1 inh,NALP1 inh
CC1=C(C(N)=O)C(c2ccc(Br)cc2)n2ncnc2N1 (stereo not drawn),-7,2,-1,-13,-1.7,7,4,-3.0,3
Cc1ccc(N2C(=O)CC(c3ccsc3)C3=C2CC(C)(C)CC3=O)cc1 (stereo not drawn),28,-2,4,-5,-0.5,0,-5,-2.1,14
NS(=O)(=O)c1ccc(CCNC(=O)CN2C(=O)COc3ccc(S(=O)(=O)N4CCCC4)cc32)cc1,-18,0,-5,-1,-0.3,4,-2,-1.6,25
CNc1c(NC(=O)C2CCC(C)CC2)c(=O)oc2ccccc12 (stereo not drawn),6,0,0,6,0.0,2,-2,-1.6,7
COc1ccc(CNC(=O)c2noc3c2CCCCC3)cc1,-20,1,-12,4,2.1,-2,5,-0.3,12
Cc1ccc(N2CCN(S(=O)(=O)c3ccc4c(c3)oc(=O)n4C)CC2C)cc1 (stereo not drawn),38,8,25,-14,-2.8,5,-1,-2.3,-3
CC(=O)c1cc(CCC(=O)NC2CCCCCC2)oc1C,22,2,-6,2,-0.8,-7,5,-4.6,8
COc1ccc(Br)cc1/C=N/NC(=O)CNC(=O)c1cccnc1,-1,-5,-7,2,-0.6,2,-6,-0.2,.
Cc1ccc(NC(=O)C2CCN(S(=O)(=O)c3cccc4nonc34)CC2)cc1,40,5,1,-5,-3.0,6,-1,-2.9,-14
COc1cc(OC)cc(C(=O)N[C@H](C(=O)Nc2ccccc2N2CCOCC2)C(C)C)c1,26,-4,-6,-6,-2.7,-3,3,-2.2,-13
COC(=O)c1ccc(CSc2nc3ccccc3[nH]2)o1,19,6,-7,0,-4.4,2,3,-2.6,0
CC(=O)Nc1ccc(S(=O)(=O)NCC2CCC(C(=O)N3CCN(c4ccccn4)CC3)CC2)cc1 (stereo not drawn),28,3,-4,-22,0.3,1,0,-1.6,-1
COc1cccc(OCCOCCN(C)CCO)c1,51,7,2,-7,-2.3,11,5,-1.4,.
Fc1ccc(-c2nnc(Cc3ccc(Cl)cc3)o2)cc1,17,-11,-7,-6,-1.9,-4,-5,-2.4,.
CCOc1nnnc2c1sc1nc(N3CCOCC3)c3c(c12)CCCC3,5,10,0,0,-1.5,5,1,-4.2,3
Cc1coc2cc3oc(=O)c(CC(=O)N(C)CC(=O)O)c(C)c3cc12,26,0,-6,-8,0.2,3,-2,-1.0,12
CCN=C(Nc1cccc(F)c1)SC1CC(=O)N(c2ccc(OC)cc2)C1=O (stereo not drawn),-5,4,-16,5,-2.7,0,5,-1.6,9
CC(C)(C)c1ccc(C(CC(=O)O)NC(=O)C23CC4CC(CC(C4)C2)C3)cc1 (stereo not drawn),33,-3,6,-2,0.4,2,2,-1.9,19
Cc1[nH]n(-c2ccccc2)c(=S)c1C=Nc1ccc([N+](=O)[O-])cc1,-5,51*,-10,4,-1.8,20*,-33,-1.1,17
CCCCN(CCCC)c1ccc(C(=O)c2ccccc2C(=O)O)c(O)c1,37,1,8,-7,0.8,-2,2,-0.4,12
CC1(C)NC(=O)N(CCOCCOc2ccccc2-c2ccccc2)C1=O,13,1,-8,-14,-0.8,13,-4,-3.0,10
COc1ccc(-n2nc(C(=O)NCC(=O)NCCc3ccc(OC)c(OC)c3)c3ccccc3c2=O)cc1,35,2,-8,-9,-1.6,4,7,-0.4,18
CCCCC(CC)C(=O)Nc1cc(=O)[nH]c2nc3ccccc3n12 (stereo not drawn),37,15,-6,0,-2.1,0,-2,-2.9,-10
NC(=O)COc1ccc2oc(=O)cc(-c3cc4ccccc4o3)c2c1,30,1,-9,-2,1.4,5,0,-0.7,18
CCN1CCN(S(=O)(=O)c2cc(OC)ccc2OC)CC1,-17,9,-9,-8,-1.8,-5,3,-6.8,15
# Additional results follow:
SMILES,PHOSPHO1 inh,PfM18AAP inh,GPR7 antag,p-CIP stab down,VIM-2 inh,IDE cell inh,IDE act,IMP-1 inh,NALP1 inh
CCN(CC)c1ccc(/C=N/NC(=O)c2c[nH]c3ccccc23)cc1,-5,-56,-9,-9,-3.7,8,0,-2.0,17
O=C(Nc1ccccc1F)C(=O)c1cn(CC(=O)N2CCCCC2)c2ccccc12,-5,0,2,-5,1.9,-2,1,-1.4,2
Cc1cc(C)n(CC(=O)N2CCCC(N3CCN(Cc4ccc5c(c4)OCO5)CC3)C2)n1 (stereo not drawn),32,-5,-19,5,0.1,-2,2,-2.0,5
O=C(O)CCc1ccc(-c2cccs2)n1NC(=O)c1ccccc1Br,4,-11,-5,8,-3.9,4,-3,-5.2,25
Cc1ccc(OCC(=O)NNC(=O)c2cc3ccccc3o2)cc1C,38,0,-18,-9,-7.0,6,7,-2.5,3
Cc1ccsc1C1C(C(=O)O)c2ccccc2C(=O)N1C (stereo not drawn),-7,-36,1,-2,-2.2,0,7,-4.2,9
C#CCSc1n[nH]c(-c2ccco2)n1,30,3,3,-10,-1.7,1,2,-1.9,10
CN(C(=O)COC(=O)c1ccc(=O)n(Cc2ccccc2)n1)c1ccccc1,-23,-5,-4,2,-2.0,2,-1,-2.9,7
CCc1c(C(=O)Nc2nnc(C3CC3)s2)csc1C,-7,5,-6,-9,-3.5,-2,3,-2.7,16
COC(=O)C1=C(CS(=O)(=O)c2ccc(OC)c(OC)c2)NC(=O)NC1c1ccc(O)c(OC)c1 (stereo not drawn),48,3,-9,4,-3.5,7,6,-3.0,-3
COc1cccc(-c2nc(CS(=O)(=O)CC(=O)NCc3ccccc3)c(C)o2)c1,-14,2,-10,-7,0.1,0,5,-3.3,23
CCN(CC)c1c([N+](=O)[O-])c(=O)sc2ccccc12,-21,-7,16,-27,2.3,0,-1,0.1,33
O=C1CCCC2=C1C(c1ccco1)Nc1ccc3ccccc3c12 (stereo not drawn),8,20,-9,-9,7.0,-1,3,-0.1,-1
CCn1cc(C(=O)O)c(=O)c2cc(F)c(N3CCN(C(=S)NC(=O)c4ccccc4F)CC3)cc21,-2,-5,-3,-2,-1.3,-2,5,-2.4,.
CCOc1ccc(C2CC(=O)NC3=C2C(=O)CCC3)cc1 (stereo not drawn),13,-3,1,-10,-0.1,4,4,-1.3,3
COc1ccc(-n2c(SCC(=O)Nc3nccs3)nc3sc4c(c3c2=O)CCN(C)C4)cc1,29,0,-11,-15,-2.9,8,-5,-2.9,-1
Cc1ccc(-n2nnnc2CN2CCCCC2)cc1,37,-7,-13,-14,-0.9,-4,10,-1.6,0
O=C(c1cc2ccccc2oc1=O)N(Cc1ccc(F)cc1)C1CCS(=O)(=O)C1 (stereo not drawn),41,-2,-7,4,-0.3,-1,-4,-1.5,.
CCC(=O)Nc1ccc(C(=O)CSc2nc3ccccc3cc2CC)cc1,-22,-12,-7,-17,-1.7,1,-1,-1.5,33
C/C(=N\NC(=S)NCc1ccccc1)c1ccc(Br)cc1,24,3,5,-1,-2.1,-2,3,-0.8,2
CCCN(CC(=O)Nc1ccccc1OC)C(=O)c1cnc(Cl)c(Cl)c1,18,-7,-10,-2,-0.2,-4,1,-2.3,17
CCO[C@@H]1OC(C(=O)N2CCN(Cc3ccccc3)CC2)=C[C@H](c2cn(C(C)=O)c3ccccc23)[C@H]1CCCO,32,4,-15,-5,-2.2,0,-6,-2.3,-5
CCCCSc1nc(C)c(C(C)=O)cc1C#N,8,-3,-16,-1,-0.9,-3,1,-2.9,13
COc1ccc(O)c(C2(O)C(=O)c3ccccc3C2=O)c1,20,3,-5,4,-4.5,-4,11,-2.1,3
Cc1onc(-c2c(F)cccc2Cl)c1C(=O)NCC1COc2ccccc2O1 (stereo not drawn),1,-2,0,-6,1.4,-7,4,-2.8,-1

# Four compounds out of the list above, arranged by the value under VIM-2 inh, largest number first.
canonical_smiles | PHOSPHO1 inh | PfM18AAP inh | GPR7 antag | p-CIP stab down | VIM-2 inh | IDE cell inh | IDE act | IMP-1 inh | NALP1 inh
Cc1onc(-c2c(F)cccc2Cl)c1C(=O)NCC1COc2ccccc2O1 (stereo not drawn) | 1 | -2 | 0 | -6 | 1.4 | -7 | 4 | -2.8 | -1
CCCN(CC(=O)Nc1ccccc1OC)C(=O)c1cnc(Cl)c(Cl)c1 | 18 | -7 | -10 | -2 | -0.2 | -4 | 1 | -2.3 | 17
CCC(=O)Nc1ccc(C(=O)CSc2nc3ccccc3cc2CC)cc1 | -22 | -12 | -7 | -17 | -1.7 | 1 | -1 | -1.5 | 33
COc1ccc(-n2c(SCC(=O)Nc3nccs3)nc3sc4c(c3c2=O)CCN(C)C4)cc1 | 29 | 0 | -11 | -15 | -2.9 | 8 | -5 | -2.9 | -1

# More entries
SMILES,PHOSPHO1 inh,PfM18AAP inh,GPR7 antag,p-CIP stab down,VIM-2 inh,IDE cell inh,IDE act,IMP-1 inh,NALP1 inh
COc1ccc2ccccc2c1/C=N/NC(=O)c1ccc([N+](=O)[O-])cc1,16,-11,11,-12,-0.1,0,-2,-1.6,1
Fc1cccc(Cc2noc(CN3CCCCC3CCc3ccccn3)n2)c1 (stereo not drawn),14,6,12,-12,2.3,-2,3,-0.1,-5
CCOC(=O)c1csc(N)c1-c1ccc([N+](=O)[O-])cc1,22,4,-9,-4,-0.4,2,-3,-1.5,.
O=C(COC(=O)c1ccc(S(=O)(=O)N2CCCC2)cc1)Nc1ccc(F)cc1F,48,-14,7,-1,-1.0,3,1,-3.4,-3
CCC(=O)NC(C)C(c1cccs1)N1CCN(Cc2ccccc2)CC1 (stereo not drawn),-6,2,0,-3,-1.8,2,2,-2.8,34
COc1ccccc1-c1nnc(NC(=O)C(C)SC2=NCCS2)s1 (stereo not drawn),13,3,-2,-6,-2.2,3,-2,-2.7,-7
COc1ccc(-c2nnc(COc3ccc4ccccc4c3)o2)cc1OC,-4,-3,-9,-8,2.7,-2,3,-1.3,22
O=C(CCCc1ccccc1)c1ccccc1,15,-4,-6,0,-1.5,-2,-2,-2.8,4
COc1ccc(CC2(CO)CCN(CC3=Cc4cc(Cl)ccc4OC3)CC2)cc1,24,-12,5,-8,0.9,-1,2,-1.1,1
N#CC1=C(N)Oc2cc(O)ccc2C1c1ccncc1 (stereo not drawn),24,4,18,-13,-0.9,131*,-16,-2.1,8
CCOC(=O)c1nc(NCc2cccc(OC)c2)c2ccccc2n1,24,0,-3,0,0.0,4,1,-2.6,15
Cn1c(SCC(=O)N2CCN(C(=O)c3ccco3)CC2)nnc1-c1ccc(NS(C)(=O)=O)cc1,26,6,-3,-22,-3.2,3,-4,-4.6,17
Clc1ccc(/C=C/c2ncc3ccccn23)cc1,8,1,8,1,-3.8,-4,2,-2.6,2
O=C(Cn1nnc(-c2ccccc2)n1)Nc1ccc2c(c1)OCO2,-14,3,-7,4,-1.6,3,5,0.1,17
Cc1ccccc1CN1CCN(Cc2ccccc2C(F)(F)F)CC1,21,14,-21,5,-1.1,2,2,-2.3,-3
O=c1[nH]c2cc3c(cc2cc1CN(CCc1ccccc1)Cc1nnnn1C1CCCC1)OCCO3,1,0,2,2,-1.0,.,.,0.5,-1
Cc1cc(C)nc(N2CCCC(C(=O)NCCC3=CCCCC3)C2)n1 (stereo not drawn),7,-2,-11,-1,-1.7,-1,3,-0.9,-3
CC(=O)c1cccc(NC(=S)Nc2ccc(F)cc2)c1,35,6,-18,-19,-0.1,-5,-2,1.4,6
CC1CC(C)CN(CCCNC(=O)Cc2c(C(=O)O)[nH]c3ccccc23)C1 (stereo not drawn),25,-10,-9,3,-2.7,9,3,-4.1,4
